Salmonella PhoP GFP – PhoP regulon inhibitors, Salmonella typhi PhoP promoter GFP reporter, confirmatory (AID 1850). Salmonella Typhi PhoP-promoter GFP reporter, fluorescence, 4 h; higher % means a stronger effect. inhibition, % at 50 µM; hits with a dose series show IC50 in µM. 310,000 compounds, 0.33% hits; in the data active means a potency from the dose series; inconclusive means inhibition mostly from about 25% at the one dose, without a potency; inactive means the rest, 99 in 100 with inhibition below about 19%;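 further: 0% = induced wells with vehicle and 100% = uninduced wells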
M. tuberculosis – growth inhibition of non-replicating M. tuberculosis (AID 488890). inhibition, % at 25 µM; hits with a dose series show IC50 in µM. 320,000 compounds, 0.39% hits. Mycobacterium tuberculosis non-replicating, growth inhibition; higher % means a stronger effect; in the data active means a potency from the dose series; inconclusive means inhibition mostly from about 82% at the one dose, without a potency; inactive means the rest, 99 in 100 with inhibition below about 76%;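 further: plate controls were DMSO cells for no effect and high antibiotic wells for full effect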
M. tuberculosis HTS – M. tuberculosis growth inhibition, HTS (AID 449762); inhibition, % at 25 µM; hits with a dose series show IC50 in µM; 330,000 compounds, 0.59% hits; M. tuberculosis H37Rv growth inhibition, 7H9 media; higher % means a stronger effect; in the data active means a potency from the dose series; inconclusive means inhibition above about 70% without an active follow-up result;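 further: bacterial growth assessed after seven days of incubation; strong numbers were not always called active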
VEEV TC-83 Vero – inhibitors of VEEV TC-83 cytopathic effect, confirmation, Vero cells (AID 588727); Vero cells, VEEV TC-83 cytopathic effect inhibition; higher % means a stronger effect; one-dose inhibition, % at 20 µM; IC50 in µM for titrated hits; 350,000 compounds, 0.13% hits; in the data active means a potency from the dose series; inconclusive means inhibition mostly from about 14% at the one dose, without a potency; inactive means the rest, 99 in 100 with inhibition below about 12%; further: strong numbers were not always called active
H1N1 NS1A inhibition – H1N1 influenza NS1A inhibitors, functional cell based assay (AID 504329). NS1A functional cell-based assay, percent inhibition; higher % means a stronger effect. inhibition, % at 12.5 µM; hits with a dose series show IC50 in µM. 340,000 compounds, 0.3% hits; in the data active means a potency from the dose series; inconclusive means inhibition above about 27% without an active follow-up result; further: strong numbers were not always called active
* = called active by the depositor; i = inactive; u = inconclusive; x = no result given.

SMILES	Salmonella PhoP GFP	M. tuberculosis	M. tuberculosis HTS	VEEV TC-83 Vero	H1N1 NS1A inhibition
CC1(C)C(=O)Nc2ccccc2N1C(=O)COC(=O)CNS(=O)(=O)c1ccc(F)c(F)c1F	x	-1.1%	-6.3%	0.5%	-0.3%
Cn1c2c(c3ccccc31)CCN=C2c1ccccc1	5.1%	4.0%	3.4%	2.1%	-2.2%
CC1(c2ccccc2)CC(C)(C)N2C(=O)C(=O)c3cccc1c32 (stereo not given)	3.7%	58.7%	-4.1%	0.7%	1.0%
Cc1ccc(C)c(N2CCN(C(=O)CCc3nc(-c4ccccc4Br)no3)CC2)c1	x	x	x	2.6%	-6.5%
CCCN(CCC)S(=O)(=O)c1ccc(C(=O)OCCN2C(=O)c3cccc4c(N5CCOCC5)ccc(c34)C2=O)cc1	-1.7%	-21.0%	1.9%	7.0%	-6.6%
N#CC1=C(N)Oc2n[nH]c(-c3cccs3)c2C1c1ccco1 (stereo not given)	-12.1%	3.6%	6.6%	1.1%	9.9%
Cc1cc(C)c(NC(=O)CSc2nnc(-c3ccccn3)n2N)c(Cl)c1	7.2%	3.6%	-10.3%	0.1%	10.1%
O=C(CSc1cn(CC(=O)N2CCCCC2)c2ccccc12)NCC1CCCO1 (stereo not given)	5.2%	26.1%	-2.0%	0.4%	-6.1%
CN1C(=O)C(c2ccccc2[N+](=O)[O-])C(=O)c2ccccc21 (stereo not given)	-0.6%	-1.2%	10.2%	0.1%	-5.6%
C=CCn1cc(-c2cccc(Cl)c2)cc(C#N)c1=O	-19.4%	11.9%	10.5%	7.3%	-11.4%
CCOc1ccc(NC(=O)CCS(=O)(=O)c2ccc(C)cc2)cc1	-3.4%	8.3%	51.4%	i	28.4%
COc1ccc2oc(C(=O)NCC3CCCO3)c(C)c2c1 (stereo not given)	-3.4%	5.9%	-14.0%	5.8%	-13.3%
CN1C(=O)CC(C(=O)Nc2ccc(F)cc2)SC1=Nc1ccc2c(c1)OCO2 (stereo not given)	4.6%	7.0%	1.8%	0.2%	1.5%
O=C(OCCN1CCCC1=O)c1cncc(Br)c1	6.5%	-13.9%	-2.9%	i	-1.3%
O=C(CSc1nnc(-c2ccccc2Cl)o1)Oc1ccc(Br)cc1	-14.8%	u	-4.5%	i	4.2%
COC(=O)C1=C(C)Nc2c(c(=O)n(C)c(=O)n2C)C1c1ccncc1 (stereo not given)	17.7%	-6.7%	-2.1%	i	5.0%
O=C(O)CC1(CC(=O)Nc2ccccc2Br)CCCC1	9.2%	-3.0%	12.1%	i	-7.9%
Cc1cccc(N2CCN(C(=O)c3cc4n(n3)C(C(F)(F)F)CC(c3ccco3)N4)CC2)c1C (stereo not given)	0.8%	14.1%	u	3.7%	-0.4%
CCc1ccc(CN2CCC(C(=O)Nc3cccc(-c4nnc(C)s4)c3)CC2)o1	8.2%	-12.1%	2.8%	1.8%	14.8%
Oc1cccc(C=NCc2ccccc2)c1	-11.2%	2.1%	5.7%	2.8%	1.8%
CCOC(=O)CNC(=O)c1nn(-c2cccc(OC)c2)c(=O)c2ccccc12	10.8%	14.7%	26.0%	1.2%	-11.6%
Cn1nccc1NC(=O)NC(=O)c1c(Cl)cccc1Cl	2.6%	-5.6%	2.9%	i	0.5%
CC(OC(=O)c1cccnc1Cl)C(=O)Nc1ccc(S(N)(=O)=O)cc1 (stereo not given)	5.7%	-9.8%	-4.3%	1.4%	-13.8%
Cc1ccc(C)c(NC(=O)c2ccc(OC(=O)c3ccco3)cc2)c1	-10.9%	55.8%	-1.2%	1.9%	7.0%
CCOc1ccc(CN2CCN(C(=O)c3ccco3)CC2)cc1	-0.6%	-4.8%	-1.8%	i	-3.7%
CCCCn1c(=O)[nH]c(=O)c2c(C(=O)OCC)cc(-c3cccs3)nc21	-2.7%	-0.2%	1.4%	8.9%	4.8%
NC(=O)CSc1ccc(S(=O)(=O)N2CCOCC2)cn1	x	-12.8%	-5.2%	2.6%	-8.7%
CCC(Oc1ccc(C)cc1)C(=O)Nc1ccc(S(=O)(=O)Nc2cc(C)on2)cc1 (stereo not given)	3.7%	2.3%	3.5%	0.8%	-3.1%
C=CCn1c(C)c(C(C)=O)cc(NC(=O)c2ccccc2)c1=O	2.4%	0.7%	-8.3%	5.5%	-19.4%
COC(=O)N/N=C/c1ccc(-c2ccc(C)c(Cl)c2)o1	-13.4%	-0.7%	u	0.9%	2.1%
Cc1cc(=O)oc2cc(OCC3CC(c4ccc(Br)cc4)=NO3)ccc12 (stereo not given)	-3.2%	0.1%	2.4%	i	2.0%
CC(=O)N1CCc2cc(S(=O)(=O)N3CCCCC3C)ccc21 (stereo not given)	0.7%	-4.8%	-7.3%	i	2.5%
O=C(c1ccccc1)c1c[nH]c(C(=O)NCCCn2ccnc2)c1	0.2%	4.0%	-2.6%	0.4%	-7.1%
Cc1ccc(N(C(C)C(=O)NCc2ccncc2)S(C)(=O)=O)cc1C (stereo not given)	10.1%	-1.3%	-4.2%	0.2%	-4.5%
CC(=NCc1cccnc1)c1c(O)n(Cc2ccccc2)c(=O)[nH]c1=O	-4.5%	1.7%	-32.8%	i	6.4%
CCN(Cc1ccccc1)C(=O)C1CCN(C(=O)Nc2ccccc2)CC1	-11.6%	14.7%	-8.9%	0.5%	-7.1%
Cc1noc(C)c1NC(=O)N(C)C[C@H]1Oc2ccc(NC(=O)CCC(F)(F)F)cc2C(=O)N([C@H](C)CO)C[C@@H]1C	x	-0.9%	8.1%	7.8%	-4.7%
Cc1ccnc(NC(=S)NC(=O)c2cccs2)c1	-5.4%	-5.8%	6.0%	0.1%	0.8%
COc1cc2ccc(=O)oc2cc1OCC(O)C(C)(C)O (stereo not given)	-3.8%	-18.7%	-6.6%	i	4.9%
O=C(O)c1cc([N+](=O)[O-])c(Sc2nc3ccccc3[nH]2)c([N+](=O)[O-])c1	-2.2%	0.2%	10.4%	1.5%	-20.8%
COc1ccccc1CN1CCC(CNS(=O)(=O)c2cc(-c3cc(C)no3)ccc2C)CC1	3.4%	61.2%	7.8%	i	0.9%
CC(C)CN(C(=O)c1cccc(F)c1)c1c(N)n(CC(C)C)c(=O)[nH]c1=O	7.7%	-17.1%	2.1%	1.5%	0.0%
CC(C)N(C(=O)[C@H]1C[C@H](CC(=O)NCCC2=CCCCC2)C(=O)N2CCc3c([nH]c4ccc(Cl)cc34)[C@]12C)C(C)C	x	x	x	u	-6.4%
Cc1ccc(SCC(=O)NCCC2=CCCCC2)cc1	9.2%	68.5%	7.6%	i	-4.9%
COCCn1cnnc1SCC(=O)c1ccc(S(=O)(=O)N2CCCC2)cc1	-3.4%	11.0%	3.4%	i	-1.9%
O=C(CCC(=O)c1cccs1)OCC(=O)c1ccccc1F	x	x	x	0.8%	-3.9%
CN(CC(=O)Nc1ccccc1Br)Cc1nc2ccccc2c(=O)[nH]1	-7.0%	1.0%	-1.2%	1.5%	-2.2%
Cc1c(N=Nc2c(O)[nH]c(=S)[nH]c2=O)c(=O)n(-c2ccccc2)n1C	0.6%	18.6%	1.3%	0.4%	2.77µM*
COc1ccc(NC(=O)CN2CCc3ccccc3C2)c([N+](=O)[O-])c1	-6.2%	48.4%	3.8%	i	15.7%
COc1ccc(O)c(/C=N/NC(=S)NCCc2ccccc2)c1	11.0%	13.0%	13.8%	8.2%	5.4%
CC(Nc1nc(-c2cccnc2)nc2ccccc12)c1ccc(F)cc1 (stereo not given)	15.7%	17.9%	13.0%	4.1%	-14.5%
O=C1CN(C(=O)c2ccc(Br)o2)C(c2ccc(F)cc2)c2cc(Cl)ccc2N1 (stereo not given)	-1.1%	x	1.0%	6.7%	3.6%
CCOC(=O)N/N=C(\C)c1cccs1	-6.8%	3.1%	-0.9%	1.4%	-10.4%
CCNCC(=O)N1c2ccccc2CCc2ccc(NC(=O)OCC)cc21	-12.3%	7.3%	8.2%	i	2.5%
CCCCn1c(N)c(N(CCC(C)C)C(=O)C(C)N2C(=O)c3ccccc3C2=O)c(=O)[nH]c1=O (stereo not given)	0.8%	-10.4%	-9.0%	7.1%	10.2%
Cc1ccc(S(=O)(=O)NNC(=S)NC(C)(C)C)cc1	4.2%	-20.9%	-1.9%	i	x
Cc1ccc(S(=O)(=O)N2CCN(C(=O)c3n[nH]c4ccccc34)CC2)cc1	x	0.4%	-7.3%	6.2%	-16.8%
COCC(=O)N(C)C[C@H]1N[C@@](C)(C(=O)OC)[C@H]2C(=O)N(C)C(=O)[C@@H]12	x	-14.1%	4.3%	0.6%	-22.1%
ClCC(CNCc1ccccc1)c1ccccc1 (stereo not given)	x	x	x	1.4%	-0.3%
CCC(C)C(NC(=O)CCCNC(=O)CCC(=O)OC1O[C@H]2OC3(C)CC[C@H]4[C@H](C)CCC(C1C)C24OO3)C(=O)O (stereo not given in full)	0.9%	0.3%	4.6%	i	-8.2%
(cont.)
SMILES	Salmonella PhoP GFP	M. tuberculosis	M. tuberculosis HTS	VEEV TC-83 Vero	H1N1 NS1A inhibition
Cc1ccc(/C=C/C(=O)c2ccc([N+](=O)[O-])o2)cc1	-14.6%	u	u	x	x
Cc1ccc(C(=O)N2CCC(n3nccc3NC(=O)C3CCOC3)CC2)cc1 (stereo not given)	4.7%	-1.7%	-8.9%	1.5%	-2.7%
O=C1c2ccc3c4c(ccc(c24)C(=O)N1NC(=O)C(F)(F)F)CC3	-27.3%	39.0%	2.8%	0.9%	-2.5%
Cc1ccc(C(=O)Nc2cccc3[nH]c(C(F)(F)F)nc23)cc1	-17.2%	39.0%	-16.4%	2.4%	-5.6%
CCC(=O)NC(Nc1sc2c(c1C(=O)OC)CCC2)C(Cl)(Cl)Cl (stereo not given)	-2.3%	43.2%	7.1%	2.8%	-2.1%
COc1cc(OC)c(N(C)S(=O)(=O)c2cccc(C(=O)OCC(=O)N3CCOCC3)c2)cc1Cl	x	2.3%	-7.5%	4.5%	-17.1%

Of the compounds above, these have a Cl atom.
SMILES	Salmonella PhoP GFP	M. tuberculosis	M. tuberculosis HTS	VEEV TC-83 Vero	H1N1 NS1A inhibition
Cc1cc(C)c(NC(=O)CSc2nnc(-c3ccccn3)n2N)c(Cl)c1	7.2%	3.6%	-10.3%	0.1%	10.1%
C=CCn1cc(-c2cccc(Cl)c2)cc(C#N)c1=O	-19.4%	11.9%	10.5%	7.3%	-11.4%
O=C(CSc1nnc(-c2ccccc2Cl)o1)Oc1ccc(Br)cc1	-14.8%	u	-4.5%	i	4.2%
Cn1nccc1NC(=O)NC(=O)c1c(Cl)cccc1Cl	2.6%	-5.6%	2.9%	i	0.5%
CC(OC(=O)c1cccnc1Cl)C(=O)Nc1ccc(S(N)(=O)=O)cc1 (stereo not given)	5.7%	-9.8%	-4.3%	1.4%	-13.8%
COC(=O)N/N=C/c1ccc(-c2ccc(C)c(Cl)c2)o1	-13.4%	-0.7%	u	0.9%	2.1%
CC(C)N(C(=O)[C@H]1C[C@H](CC(=O)NCCC2=CCCCC2)C(=O)N2CCc3c([nH]c4ccc(Cl)cc34)[C@]12C)C(C)C	x	x	x	u	-6.4%
O=C1CN(C(=O)c2ccc(Br)o2)C(c2ccc(F)cc2)c2cc(Cl)ccc2N1 (stereo not given)	-1.1%	x	1.0%	6.7%	3.6%
ClCC(CNCc1ccccc1)c1ccccc1 (stereo not given)	x	x	x	1.4%	-0.3%
CCC(=O)NC(Nc1sc2c(c1C(=O)OC)CCC2)C(Cl)(Cl)Cl (stereo not given)	-2.3%	43.2%	7.1%	2.8%	-2.1%
COc1cc(OC)c(N(C)S(=O)(=O)c2cccc(C(=O)OCC(=O)N3CCOCC3)c2)cc1Cl	x	2.3%	-7.5%	4.5%	-17.1%
